# Screening data (PubChem)
# All columns: NCI-60 one-dose screen, growth in % after 48 h at 10 µM unless noted; 100 = growth as untreated, 0 = no growth, -100 = all killed.
# TK-10 = TK-10 renal cancer cells | AID 1794769 | 81,000 compounds, 3.9% hits
# RXF 393 = RXF 393 renal cancer cells. 77,000 compounds, 6.9% hits
# 786-0 = 786-0 renal cancer cells; 81,000 compounds, 5.1% hits; AID 1794775
# CAKI-1 = CAKI-1 renal cancer; 75,000 compounds, 4.7% hits
# NCI-H322M = NCI-H322M lung cancer | 80,000 compounds, 2.7% hits
# ACHN = ACHN renal cancer; 81,000 compounds, 4.9% hits; AID 1794771
# NCI-H460 = NCI-H460 lung cancer; 82,000 compounds, 6.8% hits; AID 1794736
# UO-31 = UO-31 renal cancer; 81,000 compounds, 5.2% hits
# NCI-H522 = NCI-H522 lung cancer. AID 1794739. 78,000 compounds, 8% hits
# * = called active by the depositor; / = not tested or not shown; & = joins results of further samples. The calls were made as follows: active = growth percent below 10; inactive = the rest.
item	smiles	TK-10	RXF 393	786-0	CAKI-1	NCI-H322M
1	COc1cc(C2C(C#N)=C(N)N(c3ccc(F)cc3F)C3=C2C(=O)CC(C)(C)C3)cc(OC)c1OC (stereo not drawn)	111	/	101	94	114
2	O=c1[nH]c2ccc(Cl)cc2cc1CSc1ccccc1Nc1nccc(-c2ccc(Cl)cc2)n1	128	85	94	82	101
3	Cc1ccc(-c2cnc3sc(C(=O)NNC(=O)c4ccc(Br)cc4)c(C)n23)cc1	143	86	99	72	104
4	Nc1nc(=O)[nH]c(N)c1N	97	117	103	/	96
5	O=C(Cc1ccccc1)C(O)c1ccccc1 (stereo not drawn)	99	100	105	79	96
6	COc1ccccc1-n1c(-c2csc(N)n2)n[nH]c1=S	124	155	110	96	108
7	Nc1nc(Cl)c2c(C(F)(F)F)cn(CC3CCNCC3)c2n1	91	53	95	/	100
8	O=C(O)c1ccc(-c2ccccc2)cc1	130	128	102	/	105
9	CC[Si](CC)(CC)OC1[C@@H](O[Si](CC)(CC)CC)[C@@H](CNC(=O)NC)O[C@H]1n1cnc2c(NC(=O)Nc3ccccc3)ncnc21 (stereo partly drawn)	/	116	90	69	96
10	COc1ccc(-c2[nH]c3ncc(-c4ccc(OC)cc4)n3c(=O)c2C#N)cc1	106	96	98	90	92

item	ACHN	NCI-H460	UO-31	NCI-H522
1	103	107	90	98
2	96	95	81	97
3	97	101	82	95
4	102	/	89	97
5	93	106	71	84
6	110	114	65	100
7	104	103	92	5.1*
8	105	104	90	105
9	88	25	40	/
10	96	105	72	87

# Next section:
item	smiles	TK-10	RXF 393	786-0	CAKI-1	NCI-H322M
11	COC(=O)c1cc(-c2c(-c3ccccc3)no[n+]2[O-])no1	98	111	101	92	98
12	COc1cc(-c2nc3ccccc3c(=O)[nH]2)ccc1OCC(=O)N=Nc1c(O)[nH]c2ccccc12	108	92	105	90	101
13	CCCN(Cc1ccc(CN(CCC)C(=O)C(Cl)Cl)cc1)C(=O)C(Cl)Cl	94	108	91	/	91
14	O=C1N(O)C2(CCCCC2)/C(=N/O)C12CCCCC2	108	118	96	101	90
15	COc1ccc2c(c1)/C(=C\c1sc(Nc3ccc(O)cc3)nc1O)C(C(=O)O)=N2	105	110	103	93	101
16	OCC[C@@H]1C[C@@H]1c1cc2ccccc2o1	91	116	97	87	98
17	CCSc1nnc2c3c4c(sc3nc(-c3cccnc3)n12)CCCCCC4	114	96	109	112	113
18	N#Cc1c(-c2ccc(Cl)cc2)nc(SCCCCCC(=O)NO)[nH]c1=O	98	121	97	112	102
19	O=C(c1ccc(Cl)cc1)C1[C@H](c2ccccc2Cl)[C@@H](c2ccccc2)NC12C(=O)Nc1ccc(Br)cc12 (stereo partly drawn)	-2.3*	-94*	-67*	-48*	-47*
20	CC(C)(C)n1cc(-c2ccnc(NCCCNS(=O)(=O)c3ccc(Cl)cc3)c2)c(-c2ccccc2)n1	100	73	69	94	97

item	ACHN	NCI-H460	UO-31	NCI-H522
11	97	105	85	85
12	107	117	83	93
13	85	85	64	61
14	114	111	80	88
15	97	100	81	91
16	100	103	90	93
17	97	105	92	86
18	107	111	106	98
19	-69*	-79*	-98*	-73*
20	101	87	59	80

# Continued.
item	smiles	TK-10	RXF 393	786-0	CAKI-1	NCI-H322M
21	CCc1cc(CC)c(C(C)=O)c(CC)c1	104	127	101	104	137
22	CC(/C=C1\SC(=S)N(CCC(=O)NC(Cc2c[nH]c3ccccc23)C(=O)O)C1=O)=C\c1ccccc1 (stereo not drawn)	130	131	107	101	104
23	Cc1nsc(N)n1	/	/	102	100	105
24	CC(C)C1=NOC(=O)C1=Cc1cn(-c2ccccc2)nc1-c1ccccc1	82	70	73	58	91
25	NCC(=O)NCC(=O)NC1(C(=O)O)CCCC1	101	128	103	91	125
26	Oc1c(O)c(Br)c(Br)c(Br)c1O	101	115	105	98	102
27	COc1ccc(C=NCCCO)cc1	100	/	96	98	111
28	NC(N)=N/N=C/c1ccc(C(=O)O)cc1	110	111	103	/	111
29	CCN1CCN(CCC(=O)Nc2cccc(-n3cc(-c4ccncc4)c(-c4ccc(Cl)c(OC)c4)n3)c2)CC1	45	-7.0*	-48*	/	/
30	COc1ccccc1I	108	107	104	93	109

item	ACHN	NCI-H460	UO-31	NCI-H522
21	107	103	111	/
22	90	114	64	91
23	103	102	96	92
24	85	85	70	69
25	103	112	75	/
26	98	109	86	89
27	111	108	95	86
28	101	111	98	104
29	37	6.9*	35	-23*
30	107	107	83	100

# The results go on:
item	smiles	TK-10	RXF 393	786-0	CAKI-1	NCI-H322M
31	O=C(Cc1ccc(NC(=O)c2cccc(Cl)c2)cc1)NCc1ccccc1	64	65	54	52	74
32	CCOC(=O)C1=CSC2=NC3=C(CCC/C3=C\c3cc(OC)c(OC)c(OC)c3)C(c3cc(OC)c(OC)c(OC)c3)N12 (stereo not drawn)	85	33	91	66	/
33	CNCCCNCCCN1C(=O)c2ccc3c4c(ccc(c24)C1=O)C(=O)N(CCCNCc1ccccc1OC)C3=O	-14*	-12*	10	25	1.1*
34	O=C(Nc1ccc2[nH]c3ccccc3c2c1)c1ccccc1Cl	50	27	62	27	56
35	CCOC(=O)c1c(Cl)c2c(n1C)-c1oncc1CCC2	81	90	91	84	112
36	COc1cc2oc(-c3cccc(NC(=O)CNC(=O)OC(C)(C)C)c3)cc(=O)c2c(OC)c1OC	115	103	101	82	100
37	CCCCCNCC(O)Cc1ccc(OCC)cc1 (stereo not drawn)	96	124	85	/	91
38	C=C1C(=O)O[C@H]2[C@H]1CC/C(COC(=O)CSCCSCC(=O)OC/C1=C/CC[C@@]3(C)O[C@H]3[C@H]3OC(=O)C(=C)[C@@H]3CC1)=C\CC[C@@]1(C)O[C@@H]21	17	-85*	-24*	9.2*	77
39	Cc1ccccc1NC(=O)N/N=c1\cc(C)c2ccc(O)cc2o1	119	102	102	93	98
40	O=C(COc1ccc(NC(=O)Nc2ccccc2)cc1)N=Nc1c(O)[nH]c2ccc(Cl)cc12	122	139	102	102	104

item	ACHN	NCI-H460	UO-31	NCI-H522
31	65	29	60	55
32	46	23	70	95
33	17	-17*	18	-53*
34	70	23	66	16
35	93	101	88	98
36	84	103	64	82
37	/	106	81	56
38	2.6*	22	7.8*	-76*
39	103	105	83	92
40	104	78	93	104

# Carrying on.
item	smiles	TK-10	RXF 393	786-0	CAKI-1	NCI-H322M
41	CC(C)n1cnc2c(=S)nc[nH]c21	109	121	113	73	112
42	Fc1ccc(NCc2ccc3cc2OCC#C/C=C\C#CCO3)cc1	104	104	97	95	115
43	COc1cc(C(C)=O)cc(OC)c1OC	92	104	101	98	104
44	O=C(O)c1nc(-c2ccccc2)oc1N1CCOCC1	92	104	97	92	92
45	O=S(=O)(c1ccccc1)N1CCCCC1	103	106	104	89	95
46	O=C1CSC(c2ccccc2Br)N1n1cnnc1 (stereo not drawn)	109	106	101	86	100
47	N#CCCCC1(CCCC#N)OCCO1	102&101	96&130	96&101	98&90	97&111
48	CN(C)c1ccc(N=Cc2ccccc2)cc1	135	106	99	/	140
49	CCCCNC(=O)c1cccc(C2CCCCC2)c1O	91	96	95	97	84
50	CCC1OC(OC)C=CC1=O (stereo not drawn)	110	113	100	113	108

item	ACHN	NCI-H460	UO-31	NCI-H522
41	94	111	92	105
42	88	102	71	66
43	97	110	90	94
44	101	102	82	96
45	98	109	82	102
46	101	105	84	94
47	107&101	108&113	87&85	95&89
48	104	112	103	84
49	111	103	71	86
50	113	108	93	95

# Entries of single compounds as entered above. Order of values: TK-10 | RXF 393 | 786-0 | CAKI-1 | NCI-H322M | ACHN | NCI-H460 | UO-31 | NCI-H522
# CN(C)c1ccc(N=Cc2ccccc2)cc1 as listed: 135 | 106 | 99 | / | 140 | 104 | 112 | 103 | 84
# O=C1CSC(c2ccccc2Br)N1n1cnnc1 (stereo not drawn) as listed: 109 | 106 | 101 | 86 | 100 | 101 | 105 | 84 | 94
# CCC1OC(OC)C=CC1=O (stereo not drawn) as listed: 110 | 113 | 100 | 113 | 108 | 113 | 108 | 93 | 95
# N#CCCCC1(CCCC#N)OCCO1 as listed: 102&101 | 96&130 | 96&101 | 98&90 | 97&111 | 107&101 | 108&113 | 87&85 | 95&89

# Further compounds follow.
item	smiles	TK-10	RXF 393	786-0	CAKI-1	NCI-H322M
51	Nc1ccc(CCCC(=O)O)cc1	96	120	100	92	104
52	CCOC(=O)CCCC(=O)OCC	101	/	102	95	99
53	COc1ccc(Oc2nc(Nc3ccc(F)cc3)ncc2NC(=O)Nc2cc(OC)cc(OC)c2)cc1	89	99	93	99	94
54	COCC(=O)NNc1[nH]c(-c2ccc(OC)cc2)cc1C#N	93	114	95	105	33
55	CCOC(=O)/C(=C\CC/C(C)=C/CC/C(C)=C/CCc1ccsc1)CC(=O)O	100	/	98	95	110
56	O=C(CCCN1C(=O)c2ccccc2C1=O)Nc1nc2ccccc2[nH]1	128	64	101	109	102
57	S=c1nc(CS)[nH]c2ccccc12	161	109	103	77	96
58	O=C1/C(=C/c2ccc3c(c2)OCO3)SC(=S)N1CCc1ccc(O)cc1	81	111	75	81	97
59	Oc1ccc(O)c(/C=N/NC(=S)NC2CC3CC2C2C=CCC32)c1 (stereo not drawn)	90	73	83	59	75
60	COc1ccc(C2C(C#N)=C(N)Oc3c2ccc2ccccc32)c(OC)c1 (stereo not drawn)	134	89	98	37	92

item	ACHN	NCI-H460	UO-31	NCI-H522
51	109	108	83	88
52	105	105	90	105
53	94	67	79	74
54	110	117	95	104
55	102	105	87	74
56	94	89	72	82
57	93	100	72	96
58	97	102	59	48
59	50	23	48	84
60	73	85	56	36

# Carrying on.
item	smiles	TK-10	RXF 393	786-0	CAKI-1	NCI-H322M
61	C=C(C)[C@@H]1CC[C@]2(C(=O)n3ccnc3)CC[C@]3(C)[C@H](CC[C@@H]4[C@@]5(C)CCCNC(C)(C)[C@@H]5CC[C@]43C)[C@@H]12	71	11	30	/	67
62	COc1ccc(NC(=O)Nc2cc(-c3ccc(OC)cc3)on2)cc1	90	106	99	96	82
63	CC(C)c1ccc(Nc2n[nH]c(=S)s2)cc1	93	109	97	114	102
64	C=CCSc1nnc(COc2ccc(CNC(=O)CCCC/C=C/C(C)C)cc2OC)o1	108	/	98	81	106
65	COC(=O)[C@@H](NS(=O)(=O)N(c1ccc(F)cc1)C1CCN(C(=O)OC(C)(C)C)CC1)C(C)C	109	/	98	138	111
66	N#CC(C#N)=c1ccc(=C(C#N)C#N)cc1	110	98	103	96	97
67	CC(=O)ON(C(C)=O)c1ccc(C(N)=O)cc1	110	132	93	112	98
68	CC(C)c1ccc(/C=C/C(=O)Nc2ncc(Cc3ccc(Cl)cc3Cl)s2)cc1	99	101	92	70	90
69	COc1ccc(N2N=C(c3ccc4c(c3)OCO4)CC2c2cccc(NC(=O)CCNS(=O)(=O)c3ccc(Cl)cc3)c2)cc1 (stereo not drawn)	52	4.9*	43	30	52
70	CC1C(c2ccccc2)OCCN1C(=S)NC(=O)c1ccccc1 (stereo not drawn)	102	105	102	96	119

item	ACHN	NCI-H460	UO-31	NCI-H522
61	47	-72*	44	51
62	103	83	90	90
63	106	114	84	/
64	98	105	77	89
65	111	104	/	/
66	98	89	86	107
67	114	113	99	94
68	70	36	68	81
69	25	22	35	-81*
70	104	104	100	82

# The results go on:
item	smiles	TK-10	RXF 393	786-0	CAKI-1	NCI-H322M
71	O=C(NNC(=O)c1ccc(-n2cc(-c3ccccc3)nn2)cc1)Nc1ccccc1	109	103	104	92	108
72	O=C1CCC2(CC1C1C=CCC1)OCCO2 (stereo not drawn)	101	104	118	/	95
73	O=C(Nc1ccccc1)Nc1ncnc2c1ncn2-c1ccccc1Cl	91	103	89	90	99
74	CCOC(=O)C1O[N+]([O-])=C(c2ccc(OC)cc2)C1c1cc(OC)cc(OC)c1 (stereo not drawn)	87	112	101	87	102
75	CCOC1=NCCCCC1	105	116	100	91	106
76	C#CCOc1ccc(C(Nc2ccc(F)c(F)c2)c2nnnn2C2CCCCC2)cc1 (stereo not drawn)	95	88	86	56	89
77	CCOC(=O)N1CCc2c(sc3nc(N)n(N)c(=O)c23)C1	99	105	100	/	110
78	COc1ccc(Cn2cc(CSc3nc4ccccc4s3)nn2)cc1	105	97	102	87	89
79	O=c1[nH]c2cc(-c3ccc4ncnc(N5CCc6cc(F)c(Cl)cc65)c4c3)cnc2[nH]1	64	78	87	74	67
80	COc1ccc(-c2csc(NC(=O)CSc3nc(C)c(-c4ccccc4)n3Nc3ccccc3)n2)cc1	86	64	53	20	70

item	ACHN	NCI-H460	UO-31	NCI-H522
71	101	109	92	108
72	100	110	80	86
73	101	98	85	89
74	117	109	98	80
75	99	104	/	92
76	98	91	70	71
77	106	107	75	87
78	99	109	83	98
79	70	96	71	80
80	59	43	4.9*	58

# (more compounds)
item	smiles	TK-10	RXF 393	786-0	CAKI-1	NCI-H322M
81	CCOC(=O)/C(=C/c1ccccc1)C(=O)c1ccccc1	/	/	80	78	84
82	CC(=O)O[C@@H]1CC[C@@]2(C)c3ccc(C(C)C)cc3CC[C@@H]2C1(C)C	102	114	102	93	106
83	CCC(=O)Cc1cccnc1	99	103	104	/	98
84	O=C(O)c1ccccc1NC1=C(I)C(=O)c2ncccc2C1=O	124	104	109	91	105
85	S=C(Cc1ccc(-c2ccccc2)cc1)N1CCOCC1	100	103	94	90	96
86	CCc1ccc(Oc2cn[nH]c2-c2ccc(OCCc3ccc(F)cc3)cc2O)cc1	67	111	100	100	99
87	N#Cc1c(=O)n(O)c2ccccc2[n+]1[O-]	109	102	104	105	97
88	CC(C)[C@H]1c2[nH]c3ccccc3c2C[C@H]2C(=O)N(CCCCCCC(=O)NO)CC(=O)N12	72	87	97	86	88

item	ACHN	NCI-H460	UO-31	NCI-H522
81	71	88	53	68
82	106	110	94	98
83	/	102	91	92
84	91	102	66	84
85	98	103	84	90
86	94	95	82	-37*
87	100	107	84	99
88	98	78	83	43
